Bioassay records from PubChem BioAssay.
ERa coact pot: ER-alpha (human) coactivator binding potentiation | P03372 | TR-FRET ERalpha-LBD/SRC-Cy5 coactivator binding, 2 h; 100 = basal binding, no effect | coactivator binding (% of control), % at 25.6 µM | actives 1.3% (n = 86,000) | AID 639; in the data active = activity above about 200%;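 also: binding measured in presence of low estradiol as agonist stimulus; 0% = peptide alone without receptor and 100% = receptor with peptide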
Smad3 inh: blocks human Smad3 binding to FoxH1 peptide; inhibition, % at 25 µM; TR-FRET Smad3/Dy647-FoxH1 peptide binding, europium anti-His; actives 0.29% (n = 88,000);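 active = compounds that reduce the energy-transfer binding signal between the protein and its labelled peptide by more than half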;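 also: 0% = Smad3 plus labelled peptide maximal FRET and 100% = peptide-only background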
sEH inhibitor: inhibitors of human soluble epoxide hydrolase. P34913. recombinant human sEH enzymatic activity assay. inhibition, % at 2 µM. actives 0.34% (n = 91,000). AID 707; in the data active = inhibition above about 80%; also: values of inactives mirror those of a sister screen read the other way; many of its hits are not listed in these tables
Mac1 fbg enh: CD11b/CD18-fibrinogen binding enhancement | K562 CD11b/CD18 adhesion to fibrinogen, ATPlite luminescence | activation, % at 10 µM | actives 0.07% (n = 93,000) | AID 1499;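 active = 10 µM primary screen giving 50% or more activity, confirmed by 40% or more on retest at that dose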; also: strong numbers were not always called active; reference of the scale not given here
Target sequence (P05107 whole entry, looked up, other chains not shown): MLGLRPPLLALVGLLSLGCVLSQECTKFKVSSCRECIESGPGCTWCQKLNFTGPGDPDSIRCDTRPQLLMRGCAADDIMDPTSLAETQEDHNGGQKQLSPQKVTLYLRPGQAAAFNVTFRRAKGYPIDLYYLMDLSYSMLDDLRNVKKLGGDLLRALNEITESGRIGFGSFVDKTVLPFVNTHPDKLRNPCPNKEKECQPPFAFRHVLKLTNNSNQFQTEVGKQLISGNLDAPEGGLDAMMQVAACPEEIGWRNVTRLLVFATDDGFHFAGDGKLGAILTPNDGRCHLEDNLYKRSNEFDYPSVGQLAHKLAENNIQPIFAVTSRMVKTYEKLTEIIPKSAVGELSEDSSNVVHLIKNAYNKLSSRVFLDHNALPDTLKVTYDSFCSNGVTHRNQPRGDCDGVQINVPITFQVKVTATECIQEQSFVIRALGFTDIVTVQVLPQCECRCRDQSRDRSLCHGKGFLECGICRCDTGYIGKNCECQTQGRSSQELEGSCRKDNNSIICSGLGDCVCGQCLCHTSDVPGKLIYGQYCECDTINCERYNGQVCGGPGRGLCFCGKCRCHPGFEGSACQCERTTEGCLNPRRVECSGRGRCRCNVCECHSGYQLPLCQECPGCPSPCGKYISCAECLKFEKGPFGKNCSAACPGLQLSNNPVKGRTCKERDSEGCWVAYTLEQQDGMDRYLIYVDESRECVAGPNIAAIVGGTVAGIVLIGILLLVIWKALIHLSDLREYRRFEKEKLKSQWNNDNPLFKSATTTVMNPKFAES
Candida biofilm: kills Candida albicans biofilms; AID 834; actives 0.14% (n = 85,000); inhibition, % at 6 µM; C. albicans biofilm + clotrimazole, Alamar Blue;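 active = inhibition above 20%; inactive = inhibition below 20%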;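 also: preformed 24 hr biofilms exposed to compound for 48 hr; 0% = biofilm without compound and 100% = blank killed by clotrimazole plus chlorhexidine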
CD11b adhes inh: blocks human CD11b/CD18 adhesion to fibrinogen; P05107+P11215; K562 CD11b/CD18 adhesion to fibrinogen, ATPlite luminescence; Mn2+ added to activate the integrin; inhibition, % at 10 µM; actives 0.54% (n = 93,000); AID 1497;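 active = primary inhibition of 50% or more at 10 µM, then 40% or more on retest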; also: some results filed as inactive read as strong as hits
ERb SRC1 inh: ER-beta (human) coactivator binding inhibition; Q92731; TR-FRET ER-beta LBD / SRC1-Cy5 peptide binding; receptor agonist-loaded with 1 µM estradiol; inhibition, % at 25.6 µM; actives 1.3% (n = 86,000);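 active = compounds whose percent inhibition of the receptor-coactivator binding signal exceeds about 50% in the single-dose screen, limit read from the data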;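 also: 0% = receptor plus peptide wells without compound and 100% = peptide-only wells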
sEH activator: soluble epoxide hydrolase (human) activation; P34913; purified human sEH enzymatic activity, activator screen; activation, % at 2 µM; actives 0.04% (n = 91,000); AID 717; in the data active = activation above about 37%; also: values of inactives mirror those of a sister screen read the other way
MT1-MMP txn act: activates MT1-MMP transcription; HT1080 MT1-MMP promoter luciferase reporter, luminescence, overnight; stronger effect = higher value; activation factor at 10 µM; actives 0.16% (n = 86,000); AID 750;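 active = activation factor of at least 2 for MT1-MMP transcription at 10 µM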
An asterisk follows results filed as active; nt = not tested or not shown; [ ] = another dose, or the depositor's remark. The list is partial; count on the stated rates, not on these rows.

SMILES | ERa coact pot | Smad3 inh | sEH inhibitor | Mac1 fbg enh | Candida biofilm | CD11b adhes inh | ERb SRC1 inh | sEH activator | MT1-MMP txn act
COc1cc(=O)n(C)c2cc(N(C)C)ccc12 | nt | nt | -2 | 5 | nt | -6 | nt | 2 | 1
CCOC(=O)Cc1csc(NC(=O)CSc2nnc(Cc3csc(N)n3)n2C)n1 | 104 | 8 | -6 | -3 | 7 | 13 | -9 | 8 | 1.1
COC(=O)C(NC(=O)c1ccco1)(Nc1nc(C2CC2)cs1)C(F)(F)F (stereo unspecified) | 86 | 9 | nt | -3 | 4 | -1 | -6 | nt | 1
CC1CCN(C(=O)CN(C2CCCCC2)S(C)(=O)=O)CC1 | 98 | 8[fluorescence artefact?] | 2 | 1 | 4 | -25 | 4 | -2 | 1.1
Cc1ccc(NC(=O)CN(C)S(=O)(=O)c2cccc3nsnc23)cc1C | 103 | 8 | -2 | -2 | 2 | 4 | 2[fluorescence artefact?] | 2 | 1.2
CN1C(=O)C2(NCCc3c2[nH]c2ccccc32)c2ccccc21 (stereo unspecified) | 104 | -14 | -3 | -6 | -2 | nt | 3[fluorescence artefact?] | 1 | 1.2
O=C(NCc1ccc(N2CCCC2=O)cc1)Nc1cccc(Cl)c1 | 98 | -12 | 72 | -4 | 8 | 26 | -15 | -71 | 1.1
Cc1[nH]nc(N=CC2=C(O)CC(c3ccco3)CC2=O)c1-c1ccc(Cl)cc1 (stereo unspecified) | 118 | -1 | 3 | 5 | 4 | -10 | 6 | -1 | 1.1
C=CCc1c(O)nc(SCC(=O)c2ccccc2)[nH]c1=O | 76 | -9 | 15 | nt | -1 | nt | -3 | -12 | 1.5
C=CCN1C(=O)C(C(C)CC)NC1=S (stereo unspecified) | nt | nt | -7 | -7 | nt | -6 | nt | 9 | nt
Cc1ccc(-c2nn(C)c(=O)c3ccccc23)cc1CNC(=O)CN1CCOCC1 | 117 | -2 | 5 | 1 | 5 | -13 | -27 | -2 | 1.1
O=C1c2ccsc2SCCN1Cc1c(Cl)cccc1Cl | 108 | 7 | -13 | -2 | 6 | 7 | -13 | 11 | 1.1
N/C(=N\OC(=O)Nc1ccc(Cl)c(Cl)c1)c1ncc(C(F)(F)F)cc1Cl | 97 | -4 | 11 | -3 | 3 | -4 | -1[fluorescence artefact?] | -12 | 1.2
O=C(O)C1Cc2ccccc2CN1S(=O)(=O)c1ccc2ccccc2c1 (stereo unspecified) | nt | nt | 0 | -1 | nt | 9 | nt | 3 | nt
Brc1ccc(Oc2ncc(CN3CCN(c4ccccc4)CC3)s2)cc1 | 98 | 10 | -12 | -5 | -2 | 57 | -1 | 10 | 1.3
O=S(=O)(NC1CCc2ccccc21)c1ccc(S(=O)(=O)N2CCCC2)cc1 (stereo unspecified) | 104 | 1 | nt | 1 | 5 | -5 | -5 | nt | 1.1
COc1cccc(CNS(=O)(=O)c2cc(Br)cc3c2N(C(C)=O)C(C)C3)c1 (stereo unspecified) | 77 | 1 | -4 | -5 | 4 | 2 | 8 | 3 | 1
CC1CCN(S(=O)(=O)c2ccc(NC(=O)Cc3ccccc3)cc2)CC1 | 118 | 14 | 25 | -2 | 0 | 9 | -2 | -25 | 1.1
COC(=O)CNc1ccc2c(c1)OCO2 | 92[fluorescence artefact?] | 10 | -7 | nt | 8 | nt | 2 | 8 | 1.3
Cc1nnc(NC(=O)c2ccc(C)c(S(=O)(=O)N3CCCCCC3)c2)s1 | 111 | 11[fluorescence artefact?] | -2 | 1 | 5 | -1 | -7 | -3 | 1.4
COc1cc(OC)cc(C(=O)N[C@H](C(=O)NC23CC4CC(CC(C4)C2)C3)C(C)C)c1 | nt | nt | -2 | -5 | nt | -2 | nt | 4 | nt
CCOc1ccc2nc(NS(=O)(=O)c3ccc(NC(C)=O)cc3)sc2c1 | 100[fluorescence artefact?] | -13 | 1 | 2 | -2 | -29 | 6[fluorescence artefact?] | -1 | 1.2
O=C1C(NS(=O)(=O)c2cccs2)=C(N2CCN(c3ccccc3)CC2)C(=O)c2ccccc21 | 96[fluorescence artefact?] | -5 | -5 | 2 | 6 | 4 | -4 | 5 | 1.1
COc1ccc(C2NC(=O)c3ccccc3O2)cc1OC (stereo unspecified) | 88 | 17 | 1 | nt | 7 | nt | -12 | 2 | 1.3
CCOC(=O)C(C(=O)Nc1ccccc1C)C1CCCCC1 (stereo unspecified) | 111 | 2 | 16 | -1 | 3 | -40 | -7 | -19 | 1.3
CS(=O)(=O)N(CC(=O)N1CCCC1)c1cccc(Cl)c1 | 95[fluorescence artefact?] | 3 | nt | 0 | 10 | -5 | 0 | nt | 1.1
C[N+]1=C2CCCCCN2C(O)(c2ccccc2)C1 (stereo unspecified) | 107 | 10 | nt | 0 | nt | 10 | -7 | nt | 1.2
COc1cc2nc(C3CCC3)n(NC(=O)C3CCC(OC)CC3)c(=O)c2cc1OC (stereo unspecified) | 116 | -2 | -9 | -6 | 8 | -7 | -6 | 9 | 1.2
CCOC(=O)C1=C(c2ccccc2)OC(N)=C(C#N)C1c1ccco1 (stereo unspecified) | 98 | -2 | 0 | -1 | 4 | -2 | 17[fluorescence artefact?] | 0 | 1.5
COC(=O)c1ccccc1NC(=O)NCc1ccccn1 | 88 | 0 | 5 | 4 | 6 | -27 | -10 | -7 | 1.3
Cc1c(NC(=O)Oc2ccccc2)sc(=S)n1C | 115 | 10 | 10 | -1 | 8 | -9 | -12 | -9 | nt
CCn1ccc(C(=O)Nc2ccc(S(=O)(=O)Nc3ccccc3OC)cc2)n1 | 101 | 1 | -12 | 0 | 2 | 8 | 5 | 14 | nt
COc1ccc(NC(=O)c2ncn[nH]2)cc1 | 108 | -2 | 2 | nt | 3 | nt | 1 | -2 | 1.5
CCOC(=O)c1[nH]c2ccccc2c1NC(=O)COC | 94 | 12 | 4 | -2 | 7 | -8 | -7 | -5 | 1.2
C=CCn1c(SCC(=O)N2CCN(c3ccccc3)CC2)nnc1-c1ccco1 | 98 | -8 | 8 | -4 | 2 | 5 | 1 | -8 | 1.1
CCn1cc(C(=O)NCC2CCCO2)c(=O)c2cc(S(=O)(=O)N(C)C3CCCCC3)ccc21 (stereo unspecified) | 81 | 4 | 6 | 3 | 0 | -3 | -2 | -6 | 0.9
CC(C)COc1ccc(C(=O)NC(CC(C)C)C(=O)O)cc1 (stereo unspecified) | 93 | -9 | -7 | -2 | 4 | 4 | 1[fluorescence artefact?] | 7 | 1
CCCn1c(C)cc(/C=C(\C#N)C(=O)OCC(=O)NC(=O)NC(C)(C)C)c1C | 113 | 13 | 7 | 1 | -5 | 15 | -3 | -9 | 1.2
O=C(COC(=O)CC12CC3CC(CC(Br)(C3)C1)C2)NC(=O)NCc1ccco1 | 71 | -3 | 6 | nt | 6 | nt | 10 | -3 | 1
O=C(Cn1cnc2c(nnn2Cc2ccc(Cl)cc2)c1=O)N1CCN(c2ccccc2)CC1 | 113 | -11 | nt | nt | 0 | nt | 6[fluorescence artefact?] | nt | 1.1

No new results follow: an excerpt of the list.
SMILES | ERa coact pot | Smad3 inh | sEH inhibitor | Mac1 fbg enh | Candida biofilm | CD11b adhes inh | ERb SRC1 inh | sEH activator | MT1-MMP txn act
CCOC(=O)C(C(=O)Nc1ccccc1C)C1CCCCC1 (stereo unspecified) | 111 | 2 | 16 | -1 | 3 | -40 | -7 | -19 | 1.3
CS(=O)(=O)N(CC(=O)N1CCCC1)c1cccc(Cl)c1 | 95[fluorescence artefact?] | 3 | nt | 0 | 10 | -5 | 0 | nt | 1.1

New compounds follow:
SMILES | ERa coact pot | Smad3 inh | sEH inhibitor | Mac1 fbg enh | Candida biofilm | CD11b adhes inh | ERb SRC1 inh | sEH activator | MT1-MMP txn act
CCCCc1cc(=O)oc2cc(C)cc(OCc3nn[nH]n3)c12 | 100 | -2 | 3 | 1 | 4 | -1 | 1 | -5 | 1.1
COc1ccc(S(=O)(=O)N2CCCN(CCC(=O)Nc3cccc(C(F)(F)F)c3)CC2)cc1 | 101 | 14 | 22 | nt | 6 | nt | -13 | -23 | 1.1
O=C(CSc1nc(-c2ccco2)cc(C(F)(F)F)n1)N1CCN(c2ccc(Cl)cc2)CC1 | 121 | 6 | -1 | nt | 5 | nt | -10 | 6 | 1.3
CC(C)c1ccc(N2C(=O)CC(Sc3ncn[nH]3)C2=O)cc1 (stereo unspecified) | 79[fluorescence artefact?] | 0 | -3 | -1 | -6 | 15 | -7 | 5 | nt
O=C(CCc1ccccc1)Nc1ccc(N2CCOCC2)cc1 | 111 | 13 | nt | 5 | 12 | -13 | 59* | nt | 1.2
COc1ccc(OC)c(-n2cnc3cc(C(=O)NCCCN4CCOCC4)ccc32)c1 | 104 | -7 | -2 | nt | 7 | nt | 10 | 2 | 1.1
Cc1cc(/C=N/n2cnnc2)c(C)n1-c1cccc(Cl)c1 | 112[fluorescence artefact?] | -21 | -27 | -2 | -2 | -3 | -2[fluorescence artefact?] | 26 | 1.1
Cn1c(=O)[nH]c(=O)c2c1nc(CN1CCN(c3cccc(Cl)c3)CC1)n2Cc1ccccc1Cl | 102 | -1 | nt | -3 | 3 | -5 | -9[fluorescence artefact?] | nt | 1.1
CC(C)(C)OC(=O)N1CCC(c2cc(=O)n3[nH]c(-c4ccc(Cl)cc4)cc3n2)CC1 | 251*[fluorescence artefact?] | -28 | -6 | 1 | 6 | 4 | 11[fluorescence artefact?] | 5 | nt
O=C(Nc1nncs1)C1COc2ccccc2O1 (stereo unspecified) | 103 | 13[fluorescence artefact?] | 2 | 1 | 8 | -2 | -12 | 1 | 1.5
O=C(NCCN1C(=O)CSC1=O)c1ccccc1 | 87 | 7 | -17 | 1 | 2 | -13 | -7 | 15 | 1.2
Cc1nn(C)c(C)c1/C=C/C(=O)c1cccs1 | 105 | 9 | 6 | nt | 4 | nt | -2 | -4 | 1.8
Cc1cc(C)c(C2C(C#N)=C(N)Oc3n[nH]c(C)c32)cc1CN1CCCC1 (stereo unspecified) | 112 | 1 | 3 | 1 | 2 | -3 | -12 | -2 | 1.1
CC1(C)Cc2nc3sc4c(=O)n(CC(=O)NCc5ccco5)cnc4c3cc2CO1 | 96 | -7 | nt | -4 | 6 | 6 | 6 | nt | 1.3
CC1SC(c2cccc(Cl)c2)NC1=O (stereo unspecified) | 117 | 18 | 7 | 0 | 10 | -3 | -3 | -6 | nt
CC(C)CN1C(=O)c2ccc(C(=O)Nc3nccs3)cc2C1=O | 119 | -3 | 23 | 4 | 2 | -3 | -4 | -21 | nt
CCCS(=O)(=O)C(=C(Nc1ccccc1)Nc1ccccc1)S(=O)(=O)CCC | 104 | 0 | 8 | -3 | 2 | 8 | -26 | -6 | 1.4
Cn1nc(-c2ccc(OCC(=O)Nc3cccnc3)cc2)c2ccccc2c1=O | nt | nt | 2 | 0 | nt | 2 | nt | -3 | 1.1
O=C(NCCN1CCOCC1)c1ccncc1 | 107 | -1 | -2 | -1 | 7 | -12 | 1 | 3 | 1
Cc1nc(N)sc1C(=O)N/N=C/c1c[nH]c2ccccc12 | nt | nt | -4 | -8 | nt | 6 | nt | 5 | nt
COc1cc2[nH]c3c(=O)n(CCN(C(C)C)C(C)C)cnc3c2cc1OC | 94 | 0 | -4 | -4 | -3 | -5 | -5 | 2 | 1.2
CCOC(=O)c1c(C)[nH]c(C(=O)COC(=O)CN2C(=O)C3CCCCC3C2=O)c1C (stereo unspecified) | 88 | -10 | 9 | -1 | -1 | -9 | 3 | -7 | 1
O=C(Nc1ccc(NC(=O)C2CCCCC2)nc1)c1ccco1 | 92 | -1 | 6 | -2 | 3 | 5 | -12 | -7 | 1.5
Cc1nc(C)n(CC(O)COc2ccc3c(c2)CCC3)n1 (stereo unspecified) | 105 | 5 | 5 | -1 | 9 | -31 | 1 | -7 | 1.1
COC(=O)c1nc(-c2ccccc2)oc1N(C)C | 74 | -5 | 2 | -2 | 2 | -7 | -4 | -2 | 1
COC(=O)c1ccccc1NC(=O)CSc1nc(NC(=O)c2ccccc2)c2c(C)c(C)oc2n1 | 185 | -5 | -1 | -3 | 1 | 5 | 0[fluorescence artefact?] | 0 | 1.1
Cc1cc(NC(=O)c2cccs2)n(-c2ccccc2)n1 | 105 | 1 | 23 | -3 | 8 | -40 | -17 | -24 | 1.1
